Compound activity deposited in PubChem by several laboratories.
Myeloid diff 2 = induction of myeloid progenitor differentiation, primary screen, cell-based, flow cytometry, MLPCN library; ER-HoxA9 myeloid progenitors, lysozyme-GFP differentiation; calls only at 10 µM; actives 1% (n = 360,000);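 active = normalized GFP-positive differentiation at or above the plate's own cutoff, the solvent-only control mean plus 3 SD; inconclusive = no clear call, values can overlap the other calls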;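 note: cells exposed to compound for four days before flow analysis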
T cell modulator = modulators of CD8 T cell-vesicle binding, primary screen, mouse 2C CD8+ T cells, flow cytometry; 2C CD8+ T cell-vesicle binding; active compounds read low; calls only at 7 µM; actives 0.068% (n = 330,000);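 active = response, share of CD8 T cells binding vesicles, and their 90th percentile fluorescence all below set limits, cut at about 80% in these data, passing the limit was not always enough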
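Benchmarks: naked versus QL9-loaded vesicles / Assay system: purified 2C TCR transgenic mouse naive CD8+ T cells / Technique: high-throughput flow cytometry with anti-B7-1 and anti-CD8 staining / Timing: Cell–vesicle co-incubation 1.5 h at 37 °C, staining 20 min on ice / Read-out: percent CD8+ FL2 mean versus row control / Probe or stimulus: QL9-loaded Drosophila micro-vesicles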
GPR55 antagonists = GPR55 antagonists blocking LPI-driven arrestin recruitment, primary screen, imaging, U2OS, beta-arrestin-GFP, LPI agonist (AID 2013); G-protein coupled receptor 55 (Homo sapiens); U2OS GPR55 beta-arrestin-GFP translocation imaging, LPI antagonism; higher % means a stronger effect; inhibition, % at 10 µM, or IC50 in µM where a hit was titrated; actives 0.13% (n = 290,000);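 active = spots per cell inhibited over 60%, with over 100 cells counted and total cytoplasm intensity under 500,000; inconclusive = wells with under 100 cells, flagged as likely toxic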;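 note: U2OS cells stably carrying GPR55 and arrestin-GFP stimulated by 5 µM LPI near EC80; imaged beta-arrestin-GFP aggregate spots per cell after agonist stimulation; plate controls were LPI-stimulated DMSO wells for no effect and DMSO wells without LPI for full effect; some results filed as inactive read as strong as hits; confirmed hits need IC50 under 10 µM and bright autofluorescent wells are also inconclusive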
NOD1 NF-kB reporter = NOD1 signaling inhibitors, primary screen, cell-based, luminescence, uHTS (AID 1578); NOD1-driven NF-kB luciferase reporter cells, luminescence; higher % means a stronger effect; inhibition, % at 4 µM; hits with a dose series show EC50 in µM; actives 1% (n = 290,000); in the data active = inhibition mostly above about 36%, no sharp cut-off; inactive = mostly below about 34%;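 note: HEK-293T reporter cells stimulated with the NOD1 agonist gamma-tri-DAP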
NTR1 ag = agonists of NTR1, primary screen, imaging, U2OS cells, beta-arrestin-GFP, high content (AID 493036); Neurotensin receptor type 1 (Homo sapiens), P30989; NTR1-U2OS beta-arrestin-GFP spot imaging, agonist mode; activation, % at 20 µM; actives 0.17% (n = 330,000);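 active = activation at or above 40% of the spot to cytoplasm intensity ratio, with at least 20 cells analyzed; inconclusive = wells under 20 cells, flagged as cytotoxic or low count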;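 note: 0% = DMSO without peptide and 100% = 100 nM NTR1 peptide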
Target sequence (P30989 whole entry, looked up): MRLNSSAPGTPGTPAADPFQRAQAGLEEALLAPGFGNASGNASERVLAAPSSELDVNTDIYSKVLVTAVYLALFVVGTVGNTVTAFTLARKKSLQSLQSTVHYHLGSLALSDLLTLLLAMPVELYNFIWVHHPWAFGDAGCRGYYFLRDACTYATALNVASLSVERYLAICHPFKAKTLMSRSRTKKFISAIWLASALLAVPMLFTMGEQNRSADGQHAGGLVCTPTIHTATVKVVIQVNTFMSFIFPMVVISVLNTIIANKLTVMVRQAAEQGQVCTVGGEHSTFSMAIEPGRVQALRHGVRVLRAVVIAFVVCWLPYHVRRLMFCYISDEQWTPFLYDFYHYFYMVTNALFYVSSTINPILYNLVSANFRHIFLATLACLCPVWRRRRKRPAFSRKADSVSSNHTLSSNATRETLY
GPR55 activation = GPR55 agonists via beta-arrestin recruitment, primary screen, imaging, U2OS cells, beta-arrestin-GFP redistribution (AID 1961) | G-protein coupled receptor 55 (Homo sapiens) | U2OS GPR55 beta-arrestin-GFP redistribution imaging; higher % means a stronger effect | activation, % at 10 µM; hits with a dose series show EC50 in µM | actives 0.048% (n = 290,000);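 active = activation above 40% with more than 50 cells counted in the well; inconclusive = wells holding fewer than 50 cells, flagged as toxic or sparse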;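 note: U2OS osteosarcoma cells stably expressing GPR55 and beta-arrestin-GFP; plate controls were DMSO negative control for no effect and LPI positive control for full effect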
HEK293 NOD2/NF-kB = NOD2 signaling inhibitors, cell-based, luminescence, uHTS, HEK293 (AID 1566) | HEK293 NOD2/NF-kB luciferase reporter, luminescence; higher % means a stronger effect | inhibition, % at 4 µM, or EC50 in µM where a hit was titrated | actives 0.63% (n = 290,000); note: many of its hits are not listed in these tables
KOR beta-arrestin-1 = KOR agonists, beta-arrestin recruitment, primary screen, cell-based, luminescence, uHTS (AID 1777) | activation, % at 10 µM; hits with a dose series show EC50 in µM | actives 0.02% (n = 280,000) | KOR beta-arrestin recruitment, luminescence; higher % means a stronger effect; in the data active = activation above about 50%, passing the limit was not always enough; note: a part of the inactive calls stands beside numbers as strong as those of hits
KOR beta-arrestin-2 = KOR antagonists, beta-arrestin recruitment, cell-based, luminescence, uHTS (AID 1778); Kappa-type opioid receptor (Homo sapiens); KOR beta-arrestin recruitment, luminescence, antagonist mode; higher % means a stronger effect; inhibition, % at 10 µM; hits with a dose series show IC50 in µM; actives 0.091% (n = 290,000); note: strong numbers were not always called active
T cell modulator vesicle-bound % = further read-out of T cell modulator, marked with its call; double positive events, %; measured here: CD8+ vesicle-bound cell fraction;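 binding gate set so that unloaded-vesicle control wells show 10% double positive cells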
NTR1 ag cell count 20 µM = second read-out of NTR1 ag, no call of its own (marks repeat the call); cell count; measured here: cell count, cytotoxicity flag
Myeloid diff 2 GFP+ MAC1+ % = second read-out of Myeloid diff 2, no call of its own (marks repeat the call); GFP+ MAC1+ double positive, %; measured here: differentiation confirmed by MAC1 staining
* = called active by the depositor; i = inactive; ? = inconclusive; . = no result given; [ ] = remark or other dose. Cut-off read from the data, not from the text of the source, unless noted: active = inhibition above about 50%; inactive = the rest.

SMILES | Myeloid diff 2 | Myeloid diff 2 GFP+ MAC1+ % | T cell modulator | T cell modulator vesicle-bound % | GPR55 antagonists | NOD1 NF-kB reporter | NTR1 ag | NTR1 ag cell count 20 µM | GPR55 activation | HEK293 NOD2/NF-kB | KOR beta-arrestin-1 | KOR beta-arrestin-2
Cc1c(C)c2ccc(OCC(=O)N3CCC[C@@H]3C(=O)O)c(C)c2oc1=O | i | 1.5 | i | 32 | 17% | -15% | -0.7 | 77 | 1.0% | 15% | 1.0% | -49%[20 µM]
O=C(Cc1cccc2ccccc12)Nc1ccc(O)cc1C(=O)O | i | 0.1 | i | 58 | -4% | -34% | -0.7 | 56 | -0.1% | 0% | -3.5% | -16%
CC(=O)Nc1cc2c(cc1NC(=O)Cn1nc(-c3ccccc3F)ccc1=O)OCCO2 | i | 2.9 | i | 33 | -29% | 2% | 1.2 | 66 | 1.0% | -3% | 2.8% | 6%
CCN1C(=O)c2cccc3c(S(=O)(=O)N(C(=O)c4ccncc4)c4ccc(OC)cc4)ccc1c23 | i | 0.3 | i | 33 | 9% | 3% | 4.1 | 37 | -0.2% | 0% | 3.9% | 14%
COCCCn1c(SCC(=O)Nc2nnc(C)s2)nnc1-c1ccoc1C | i | 0.8 | i | 54 | -2% | 13% | -0.7 | 53 | 0.2% | 8% | -1.5% | -6%
COc1ccc(CNC(=O)c2ccc(Br)s2)cc1OC | i | 0.6 | i | 9 | 9% | -10% | -0.8 | 54 | 0.2% | 22% | -1.1% | 6%
COc1ccc(OC)c(CNC(=O)c2ccc(C)c(NC(=O)C3=C(C)OCCS3)c2)c1 | i | 2.7 | i | 11 | 11% | -15% | -0.1 | 59 | -0.1% | 20% | 0.6% | -6%
O=C(NC1CCCCC1)c1cc(N2C(=O)CCC2=O)ccc1Cl | i | 5.7 | i | 14 | -1% | -16% | -1.6 | 37 | . | 2% | 5.9% | -16%
N#CC1=C(N)OC2=C(CC/C2=C\c2ccc(F)cc2)C1c1ccc(F)cc1 (configuration not stated) | . | . | i | 54 | 14% | -44% | 0.1 | 68 | 12% | 12% | -0.1% | -29%
CCC(=O)Oc1ccc(-c2cnc3ccccc3n2)cc1 | i | 6.1 | i | 22 | 4% | 4% | -0.7 | 37 | -0.1% | -35% | -0.1% | 3%
COc1ccc(-c2csc3nc(-c4ccccc4F)oc(=O)c23)cc1OC | i | 6.3 | i | 3 | 7% | 40% | 9.4 | 49 | 15% | -13% | -4.6% | -7%
CC(C)(C)C(=O)CSc1nc(N)cc(=O)[nH]1 | i | 0.6 | i | 32 | -14% | -33% | -0.9 | 53 | -0.6% | 3% | -2.5% | -19%
CCCCCC(=O)Nc1cc2[nH]c(=O)cc(COC)c2cc1C | i | 0.7 | i | 43 | -3% | 16% | 1.1 | 91 | 0.5% | 10% | -2.9% | -10%
COc1cccc(NC(=O)c2ccc3c(c2)CCN3S(C)(=O)=O)c1 | i | 1.0 | i | 26 | 7% | -5% | -0.8 | 64 | 0.7% | 0% | 0.9% | 24%
Cc1ccccc1C(=O)N1CCN(c2ccccn2)CC1 | i | 0.6 | i | 35 | 5% | . | 3.4 | 35 | 0.0% | . | 11% | -22%
CCOc1ccc2c(c1)-c1c(ssc1=S)C(C)(C)N2C(=O)CSC1=NCCS1 | i | 1.3 | i | 11 | 6% | -30% | 5.1 | 70 | 0.5% | -8% | 2.3% | -4%
c1ccc(-c2nc(-c3ccncc3)n[nH]2)nc1 | i | 0.6 | i | 46 | 11% | 0% | 1.8 | 49 | -0.1% | -1% | -0.9% | -18%
COc1ccc(OC)c(N(C(=O)c2ccco2)C(C(=O)NC2CCCC2)c2cc(OC)c(OC)c(OC)c2)c1 (configuration not stated) | i | 0.4 | i | 45 | 2% | -25% | 1.4 | 42 | 0.2% | -24% | 4.7% | -56%
COc1ccc(N2CC(C(=O)Nc3ccncc3)CC2=O)cc1 (configuration not stated) | i | 3.8 | i | 23 | 6% | -12% | 0.3 | 40 | -0.1% | -1% | 7.0% | -14%
Cc1c(C(=O)Cc2ccccc2)n(C)c2ccccc12 | i | 0.4 | i | 35 | 1% | -31% | 3.6 | 57 | -0.3% | -1% | 1.0% | -10%
COC(=O)c1ccc(NC(=O)CN2CCN(c3ccc(Cl)cc3)CC2)cc1 | i | 0.3 | i | 43 | -2% | 7% | 0.2 | 55 | -0.2% | -8% | -2.2% | -28%
Cc1ccc(Cl)cc1-n1c(=O)cc(N2CCN(C(=O)c3ccco3)CC2)[nH]c1=O | i | 7.1 | . | . | -6% | -14% | -1.5 | 48 | 1.2% | 10% | 5.9% | 6%
Cc1oc2cc([N+](=O)[O-])c(O)c([N+](=O)[O-])c2c1C(=O)c1ccc(Br)cc1 | i | 0.1 | i | 52 | 4% | 36% | -1.9 | 87 | 0.0% | 34% | 5.2% | -35%
Cc1cccc(SC2CCN(C(=O)C3CCC(=O)N(C4CC4)C3)CC2)c1 (configuration not stated) | ? | . | i | 8 | -12% | -5% | -0.5 | 53 | -0.1% | 15% | -2.3% | -45%
O=C(Nc1ccc(NC(=O)c2ccco2)c(Cl)c1)c1ccc2c(c1)OCCO2 | i | 0.9 | i | 28 | 6% | -2% | -0.4 | 60 | 0.7% | -50% | -1.4% | 33%

Sorted by SMILES length (smallest number first): part of the list above.
SMILES | Myeloid diff 2 | Myeloid diff 2 GFP+ MAC1+ % | T cell modulator | T cell modulator vesicle-bound % | GPR55 antagonists | NOD1 NF-kB reporter | NTR1 ag | NTR1 ag cell count 20 µM | GPR55 activation | HEK293 NOD2/NF-kB | KOR beta-arrestin-1 | KOR beta-arrestin-2
Cc1c(C(=O)Cc2ccccc2)n(C)c2ccccc12 | i | 0.4 | i | 35 | 1% | -31% | 3.6 | 57 | -0.3% | -1% | 1.0% | -10%
COc1ccc(N2CC(C(=O)Nc3ccncc3)CC2=O)cc1 (configuration not stated) | i | 3.8 | i | 23 | 6% | -12% | 0.3 | 40 | -0.1% | -1% | 7.0% | -14%
O=C(Cc1cccc2ccccc12)Nc1ccc(O)cc1C(=O)O | i | 0.1 | i | 58 | -4% | -34% | -0.7 | 56 | -0.1% | 0% | -3.5% | -16%
COCCCn1c(SCC(=O)Nc2nnc(C)s2)nnc1-c1ccoc1C | i | 0.8 | i | 54 | -2% | 13% | -0.7 | 53 | 0.2% | 8% | -1.5% | -6%
COc1cccc(NC(=O)c2ccc3c(c2)CCN3S(C)(=O)=O)c1 | i | 1.0 | i | 26 | 7% | -5% | -0.8 | 64 | 0.7% | 0% | 0.9% | 24%
COC(=O)c1ccc(NC(=O)CN2CCN(c3ccc(Cl)cc3)CC2)cc1 | i | 0.3 | i | 43 | -2% | 7% | 0.2 | 55 | -0.2% | -8% | -2.2% | -28%

The list continues:
SMILES | Myeloid diff 2 | Myeloid diff 2 GFP+ MAC1+ % | T cell modulator | T cell modulator vesicle-bound % | GPR55 antagonists | NOD1 NF-kB reporter | NTR1 ag | NTR1 ag cell count 20 µM | GPR55 activation | HEK293 NOD2/NF-kB | KOR beta-arrestin-1 | KOR beta-arrestin-2
Cn1c(CCN2CCCC2)nc2cc(NS(=O)(=O)c3ccc(Cl)cc3)ccc21 | ? | . | i | 32 | 12% | 36% | 3.3 | 50 | -0.1% | 30% | 5.0% | -12%
Cc1nc(SCC(C)C)[nH]c(=O)c1Cc1ccccc1 | i | 0.1 | i | 23 | -1% | -4% | 0.8 | 43 | 0.2% | 14% | 4.6% | -3%
CCOC(=O)c1c(N2C(=O)Nc3ccccc3N2O)sc2c1CCCC2 | i | 1.0 | i | 57 | 6% | -10% | -1.0 | 80 | -0.3% | 21% | 4.5% | -45%
COc1ccc2c(c1)[nH]c1c(=O)n(N)cnc12 | i | 0.4 | i | 45 | -3% | -29% | 1.5 | 37 | -0.1% | -11% | 0.9% | 33%
CCN(CC)CCn1c(=S)[nH]c2cc(C(=O)NCc3ccccc3Cl)ccc2c1=O | i | 0.3 | i | 5 | 2% | 29% | 0.3 | 49 | 1.1% | 0% | 0.5% | -35%
CCN(CC)c1nc(-c2cccc(OC)c2O)nc2ccccc12 | i | 0.6 | i | 38 | -4% | 5% | 4.6 | 78 | 0.3% | 14% | 2.7% | 2%
CN(C(=O)c1cccnc1)c1nc(-c2ccccc2)cs1 | i | 0.6 | i | 8 | 17% | . | 1.1 | 88 | -0.3% | 3% | 4.4% | -28%
O=C(CN1CCN(Cc2ccccc2)CC1)Nc1ccc(N2CCOCC2)cc1 | i | 0.7 | i | 47 | -2% | -2% | 0.6 | 62 | -0.2% | -13% | 1.0% | -22%
COC(=O)C(C(=O)OC)c1ccc(-n2cccc2)cc1 | i | 0.3 | i | 8 | 2% | -1% | -0.4 | 70 | -0.1% | 17% | -1.4% | -33%[20 µM]
COc1ccc2ccccc2c1CN1CCCC(CO)C1 (configuration not stated) | i | 0.6 | i | 7 | -4% | -26% | -0.7 | 58 | 0.0% | 2% | 1.9% | -24%
Cn1c(SCc2nc3ccccc3c(=O)[nH]2)nnc1-c1ccco1 | i | 8.0 | i | 40 | 18% | -8% | -0.5 | 46 | -0.2% | 10% | -5.2% | 17%
Cc1cccc(/C=C/C(=O)c2ccc(N3CCOCC3)cc2)c1 | . | . | i | 36 | 14% | -31% | 2.1 | 43 | -0.2% | -37% | -2.0% | -7%
CC1CC(C)CN(S(=O)(=O)c2ccc(F)c(C(=O)Nc3ccc(Cl)cc3F)c2)C1 (configuration not stated) | . | . | i | 19 | 2% | 15% | 5.1 | 41 | -0.1% | -2% | -2.2% | -2%
Cc1cccc(C(=O)OCC(=O)NCCCc2ccccc2)c1O | i | 0.9 | i | 55 | -2% | -2% | 2.0 | 89 | -0.1% | 18% | -6.9% | 15%

This is a subset; count on the stated rates, not on these rows.
